JMJD2A Tudor – blocks the human JMJD2A Tudor domain; AlphaScreen JMJD2A-Tudor / H3K4me3 peptide binding; actives 4.4% (n = 390,000); Potency, µM (titrated, usually from 114 µM), for inactives: at the top dose activity change, negative = inhibition, most hits filed as inhibitors; note: % is set by controls: 0 for no effect and ±100 for the full control effect; nearly all actives have a fitted effect of over 50% in size
ERG-DNA inh – inhibitors of human ERG Ets domain-DNA interaction. P11308. fluorescence polarization, His-ERG Ets domain / labelled DNA. Potency, µM (titrated, usually from 76.9 µM), without a hit: at the top dose FP activity, negative = inhibition, most hits filed as inhibitors. actives 0.028% (n = 370,000); active = well fitted inhibition curve with a large enough effect in the polarisation, with a control signal flat; inconclusive = small, poorly fitted or top-dose-only effect, or effect the other way, or a change in a side signal; inactive = no such curve, though single readings can be large or run the other way; the % refers to the polarisation;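 note: polarization taken with two DNA probes labelled with fluorescein and Texas red; % of control where 0% means no effect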
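His-tagged ERG Ets domain (1 uM in the protein solution; 300mM KCl, 50mM Tris-HCl, 1mM EDTA, 1mM DTT, pH 7.5) received compound, then a probe mix of 5 nM fluorescein-DNA and 100nM Texas-615-DNA. Fluorescence polarization was read for both dyes.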
rTrxR1 inhibitor – inhibitors of rat thioredoxin reductase 1 | Potency, µM (highest dose often 114 µM), inactives show at the top dose activity change, negative = inhibition, actives largely listed as inhibitors | O89049 | recombinant rTrxR1, NADPH fluorescence consumption, selenite substrate | AID 588453 | actives 1% (n = 390,000); note: % is set by controls: 0 for no effect and ±100 for the full control effect; nearly all actives have a fitted effect of over 65% in size
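Rat TrxR1 (90 nM in the dispensed reagent) was pre-reduced with 400 uM NADPH for 5 min at room temperature, then incubated with compound for 15 min. After 400 uM selenite was added, NADPH fluorescence (Ex 340/Em 450 nm) was followed for 8 min.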
HP1b binding inh – HP1-beta chromodomain-methylated histone interaction inhibition | AlphaScreen HP1-beta / biotin-H3K9me3 peptide binding | Potency, µM (doses to about 114 µM), without a hit: top-dose activity change, negative = inhibition, hits mostly inhibitors | actives 0.56% (n = 390,000); note: nearly all actives have a fitted effect of over 70% in size; inactives centre near 23
Target sequence (P83916 whole entry, looked up): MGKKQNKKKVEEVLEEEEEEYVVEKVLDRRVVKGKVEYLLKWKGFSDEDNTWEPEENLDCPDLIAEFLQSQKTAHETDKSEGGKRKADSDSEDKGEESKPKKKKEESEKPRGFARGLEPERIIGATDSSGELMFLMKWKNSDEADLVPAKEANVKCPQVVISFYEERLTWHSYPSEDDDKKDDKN
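AlphaScreen: HP1-beta (50 nM) preformed 30 min with biotin-H3(1-18)K9me3 peptide (50 nM) in PBS pH 7.4, 0.01% Tween-20. Compound added for 30 min at RT, then streptavidin donor/nickel chelate acceptor beads (10 ug/mL) for 30 min.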
Pin1 inhibitor – human Pin1 inhibition. Q13526. Pin1 FP peptide displacement, HiFluor488, 10 min. Potency, µM (titrated, usually from 115 µM), inactives show at the top dose activity, negative = inhibition, actives largely listed as inhibitors. actives 0.009% (n = 390,000); active = well fitted inhibition curve with a large enough effect in the polarisation, with a control signal flat, not every such curve was filed as active; inconclusive = small, poorly fitted or top-dose-only effect, or effect the other way, or a change in a side signal; inactive = no such curve, though single readings can be large or run the other way; the % refers to the polarisation; note: % is set by controls: 0 for no effect and ±100 for the full control effect
Target sequence (Q13526 whole entry, looked up): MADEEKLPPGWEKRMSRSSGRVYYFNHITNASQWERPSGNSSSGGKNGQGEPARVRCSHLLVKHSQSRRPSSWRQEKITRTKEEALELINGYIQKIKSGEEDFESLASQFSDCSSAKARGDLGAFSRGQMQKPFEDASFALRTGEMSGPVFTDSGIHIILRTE
PGK inhibitor – T. brucei PGK inhibition; P07378; PGK/GAPDH coupled, Kinase-Glo luminescence, 60 min; Potency, µM (top dose mostly 57.5 µM), inactives show top-dose activity change, negative = inhibition, usual class: inhibitors; actives 0.043% (n = 380,000); AID 602233; note: % is set by controls: 0 for no effect and ±100 for the full control effect; nearly all actives have a fitted effect of over 60% in size
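Luminescent ATP detection (Kinase-Glo Plus) follows a 60-minute room-temperature incubation, with wells lacking PGK as controls. Buffer: 100 mM TEA (pH 7.6), 5 mM MgCl2, 0.01% Tween-20. Coupling enzyme GAPDH (100 nM final) supplies unstable 1,3-BPG in-well.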
ALOX12 inh – ALOX12 (human) lipoxygenase inhibition | actives 1.1% (n = 580,000) | purified 12hLO, xylenol orange hydroperoxide absorbance | Potency, µM (titrated, usually from 108 µM), for inactives: at the top dose activity change, negative = inhibition, hits mostly inhibitors | P18054; note: % is set by controls: 0 for no effect and ±100 for the full control effect
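Purified human 12hLO (150 nM final) in 25 mM Hepes, 0.01% Triton X-100, pH 7.0 was preincubated 15 min at room temperature with compound. Then 40 uM arachidonic acid was added, 30 min. Hydroperoxide was read by Fe-XO absorbance ratio 573/405 nm.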
GLS inhibitor – blocks human kidney-isoform glutaminase activity | AID 624170 | Potency, µM (top dose mostly 45.5 µM), for the others: at the highest dose activity change, negative = inhibition, most hits filed as inhibitors | GLS enzymatic activity, qHTS titration | actives 0.21% (n = 410,000); note: % is set by controls: 0 for no effect and ±100 for the full control effect
Target sequence (O94925 whole entry, looked up, canonical isoform): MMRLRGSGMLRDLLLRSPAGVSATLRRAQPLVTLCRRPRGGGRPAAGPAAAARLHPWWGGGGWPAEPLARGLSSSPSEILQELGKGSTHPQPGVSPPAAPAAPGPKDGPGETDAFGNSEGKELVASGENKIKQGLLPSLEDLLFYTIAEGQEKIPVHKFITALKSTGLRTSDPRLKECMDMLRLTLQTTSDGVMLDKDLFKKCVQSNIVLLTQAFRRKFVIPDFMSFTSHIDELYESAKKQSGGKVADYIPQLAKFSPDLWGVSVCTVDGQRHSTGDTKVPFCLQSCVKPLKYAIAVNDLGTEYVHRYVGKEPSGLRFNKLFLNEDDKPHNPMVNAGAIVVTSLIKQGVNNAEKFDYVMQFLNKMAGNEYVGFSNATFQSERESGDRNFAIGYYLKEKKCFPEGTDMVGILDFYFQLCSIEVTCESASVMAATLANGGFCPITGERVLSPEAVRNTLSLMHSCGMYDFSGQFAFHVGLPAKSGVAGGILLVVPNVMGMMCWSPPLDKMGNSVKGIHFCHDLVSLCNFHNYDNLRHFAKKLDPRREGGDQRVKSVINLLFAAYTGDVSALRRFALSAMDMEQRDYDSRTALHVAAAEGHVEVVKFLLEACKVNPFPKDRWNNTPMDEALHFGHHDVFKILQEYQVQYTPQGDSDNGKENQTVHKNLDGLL
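hKGA; 45 mM KH2PO4 pH 8.2 + 0.02% Tween-20; cpd via pin tool; 1 mM Gln soln; GluOx/HRP/Amplex Red; RT 30 min; fluor. t0 & final.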
RGS4 inh – human RGS4 inhibition | P49798 | Transcreener GDP fluorescence polarization, RGS4-accelerated GTP hydrolysis | Potency, µM (doses to about 114 µM), without a hit: at the highest dose activity change, negative = inhibition, most hits filed as inhibitors | actives 0.039% (n = 390,000); note: % is set by controls: 0 for no effect and ±100 for the full control effect; nearly all actives have a fitted effect of over 75% in size; some results filed as inactive show a strong effect at the top dose
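MLSMR compounds (23 nl, pin-transferred) preincubated 10 min at room temperature with a 500nM (2x) first reagent, then RGS4 at 900nM (2x) plus Transcreener GDP mix added; fluorescence polarization (620/688 nm) read before and after 90 min at 30 °C.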
* marks the source's active call; other numbers are inactive results; i = inactive; u = inconclusive; x = not tested or not shown; & = joins results of further samples; [ ] = another dose, or the depositor's remark. Unless noted, calls come from the whole dose curve; as a rule, active = well fitted curve in the direction sought with a large enough effect; inconclusive = small, poorly fitted or top-dose-only effect, or another doubt; inactive = no such curve, though single readings can be large; an effect the other way counts as inactive or inconclusive. Potency is the fitted concentration of half-maximal effect. This is a subset; rates above refer to the full screens.

SMILES	JMJD2A Tudor	ERG-DNA inh	rTrxR1 inhibitor	HP1b binding inh	Pin1 inhibitor	PGK inhibitor	ALOX12 inh	GLS inhibitor	RGS4 inh
Cc1ccccc1N1CCN(C2CCCN(C(=O)COc3ccccc3)C2)CC1 (stereo not given)	-24%	1%	u	-7%	-6%	-2%	12%	20%	7%
CNc1ccc2nc3ccccc3[n+](C)c2c1	-33%	5µM*	u	u	u	-1%	56%[activator]	-22%	u
CCOC(=O)N1C(C)CN(/[N+]([O-])=N/Oc2ccc([N+](=O)[O-])cc2[N+](=O)[O-])CC1C (stereo not given)	-15%	x	25µM*	34%	-2%	x	x	x	-14%
CCOP(=O)(C#CC(C)(C)C)C(O)(c1ccccc1)C(F)(F)F (stereo not given)	-13%	5%	0%[57.1 µM]	54%[activator]	1%	-2%	-18%	0%	-45%
CC(=O)c1cn(Cc2ccc(C#N)cc2)c2ccccc12	-14%	-3%	15%	19%	-8%	x	-2%	-2%	10%
CC(C)(C)C(=O)Cn1c(NCCCl)nc2ccccc21	-10%	-14%	24%	32%	1%	-8%	-15%	3%	-2%
CCCCP(=O)(O)c1ccccc1	-11%	-6%	9%	14%	-4%	13%	-27%	-7%	7%
CC1(C)CN=C(NCc2ccccc2Cl)S1	-2%	2%	11%	20%	-10%	3%	0%	4%	11%
COc1cccc(N2C(=O)NC(=O)/C(=C/c3ccc4c(c3)Cc3ccccc3-4)C2=O)c1	56µM*	22%	14µM*	43%	8%	-5%	u	30%[activator]	u
CN1C(=O)NC(=O)C2(Cc3ccccc3N3CCOCC32)C1=O (stereo not given)	-1%	-3%	24%	5%	-11%	7%	12%	9%	36%
CC1([N+](=O)[O-])COP(=O)(NC2CCCC2)OC1 (stereo not given)	2%	x	-13%	45%[activator]	0%	-6%	u	-7%	4%
Cc1cccc(NC(=O)C(C)N2CC=C(c3ccccc3)CC2)c1 (stereo not given)	14%	0%	11%[57.1 µM]	59%[activator]	0%	-3%	-3%	0%	-1%
Cc1cc(/C=C2\C(=O)NC(=O)N(Cc3ccco3)C2=O)c(C)n1-c1ccc(O)cc1	u	15%	u	u	u	-25%	35µM*	u	-47%
C[N+](C)(C)CCc1ccc(O)cc1	-23%	3%	10%	7%	-6%	6%	u	27%	6%
O=C1CN=C(c2ccccc2)c2c(sc3c2CCCC3)N1	-21%	-9%	2%	11%	-5%	-8%	20%	10%	1%
CC12CN3CC(c4ccccc4)(CN(C1)C31CCCCC1)C2=O	2%	3%	4%[57.1 µM]	19%	-4%	3%	7%	5%	-19%
Cc1cc(N(CCCl)CCCl)ccc1/C=N/N=C(\N)c1cnccn1	14µM*	-2%	10%	u	6%	-3%	u	0%	-12%
Oc1c(Br)cc(Br)cc1Br	-24%	-4%	8%	3%	-6%	-11%	-19%	20%&36%	-21%
CC12CN3CC(C)(CN(C1)C31CCSCC1)C2=O	-3%	-1%	18%	17%	-2%	-1%	379%[activator]	8%	-5%
Cc1ccc(S(=O)(=O)CC(=O)c2cc(C)c(OC(=O)N(C)C)c(C)c2)cc1	-10%	16%	-4%[57.1 µM]	47%[activator]	5%	-10%	0%	-2%	-36%

For reference, part of the list above.
SMILES	JMJD2A Tudor	ERG-DNA inh	rTrxR1 inhibitor	HP1b binding inh	Pin1 inhibitor	PGK inhibitor	ALOX12 inh	GLS inhibitor	RGS4 inh
CCOP(=O)(C#CC(C)(C)C)C(O)(c1ccccc1)C(F)(F)F (stereo not given)	-13%	5%	0%[57.1 µM]	54%[activator]	1%	-2%	-18%	0%	-45%
CC(=O)c1cn(Cc2ccc(C#N)cc2)c2ccccc12	-14%	-3%	15%	19%	-8%	x	-2%	-2%	10%
CC(C)(C)C(=O)Cn1c(NCCCl)nc2ccccc21	-10%	-14%	24%	32%	1%	-8%	-15%	3%	-2%

Further entries follow.
SMILES	JMJD2A Tudor	ERG-DNA inh	rTrxR1 inhibitor	HP1b binding inh	Pin1 inhibitor	PGK inhibitor	ALOX12 inh	GLS inhibitor	RGS4 inh
Nc1c(C(=O)Nc2cccc(Br)c2)sc2nc3c(cc12)N1CCC3CC1	u	2%	5%	81%[activator]	3%	-7%	u	3%	-20%
O=C(CN1CCOCC1)c1cccc2ccccc12	7.9µM*	-7%	18µM*	-26%	1%	-4%	u	2%	-8%
CN1C[C@H](CO)C=C2c3cccc4[nH]cc(c34)C[C@H]21	u	-13%	u	28%	u	0%	-3%	28%	-52%
C/C=C1/C[C@@H](C)[C@](O)(CO)C(=O)OCC2=CCN3CC[C@@H](OC1=O)[C@@H]23	-4%	13%	29%	42%[activator]	-1%	4%	24%	-4%	17%
CC(=O)C1(c2ccccc2)CCNCC1	-4%	2%	-4%	36%	u	5%	5%	1%	10%
Cc1cccnc1-n1c(CN2C(=O)c3ccccc3C2=O)nc2ccccc2c1=O	-3%	-24%	3%	10%	3%	-3%	0%	0%	43%
COC(=O)c1ccc(COC(=O)c2ccccn2)cc1	16%	5%	-8%[11.4 µM]	53%	-15%	u	u	-8%	-30%
O=c1[nH]c(=S)n(-c2ccccc2F)c(O)c1C=NCc1ccco1	-23%	4%	-11%	17%	5%	-7%	-1%	0%	-14%
O=C(CCN1CC1)OCCOC(=O)CCN1CC1	-14%	-10%	-14%[57.1 µM]	25%	-2%	2%	12%	5%	8%
CN1CCN(C(=O)Cc2ccccc2)CC1	-7%	9%	9%[57.1 µM]	65%[activator]	0%	8%	u	4%	-35%
CCCNC(=O)N1[C@H]2CC[C@@H]1C(C(=O)OC)=C(c1ccc(Cl)c(C(F)(F)F)c1)C2	-8%	-5%	-14%[57.1 µM]	60%[activator]	-2%	8%	3%	-1%	-3%
CN1C(=O)N(C)C(=O)C2(Cc3cc([N+](=O)[O-])ccc3N3CCN(C(=O)c4ccccc4)CC32)C1=O (stereo not given)	-14%	-4%	21%[57.1 µM]	-4%	3%	-3%	-22%	-1%	-2%
Cc1cnc[nH]1	-19%	5%	28%	14%	-4%	2%	-1%	-2%	21%
CCCC(C)c1nnc(NC(=O)CCS(=O)(=O)c2ccccc2)s1 (stereo not given)	50µM*	9%	9%[57.1 µM]	u	0%	-4%	u	-17%	-98%
CC(=O)c1c(O)n(-c2cccc(Cl)c2)c(=O)[nH]c1=O (tested in a mixture with another compound)	-18%	-2%	-12%[57.1 µM]	16%	u	2%	u	7%	0%
CCOc1ccccc1N1C(=O)NC(=O)/C(=C/c2ccc3c4c(cccc24)CC3)C1=O	79µM*	2%	22µM*	31%	u	i	-105%	0%	u
CC(Cc1ccccc1)NC(=O)C(c1ccc(N)cc1)c1ccc(N)cc1 (stereo not given)	-12%	9%	-16%	31%	-3%	-8%	0%	21%	-22%
ClCCNc1nc2ccc(Cl)cc2[nH]1	-2%	-1%	10%	21%	5%	1%	-19%	24%	14%
Cc1noc(C)c1C(=O)N1CCC2(CC1)Oc1ccc(F)cc1C(=O)C21CC(c2ccc(Cl)cc2)=NO1 (stereo not given)	-21%	-17%	u	49%	4%	i	0%	-3%	-5%
COc1ccc(CC(C)NC2CCCCCC2)cc1 (stereo not given)	-8%	9%	23%	23%	-5%	i	u	-6%	21%
Cc1ccc(C2=NCC(=O)Nc3ccc(Br)cc32)cc1	u	-9%	-1%[57.1 µM]	20%	-6%	-2%	-7%	-18%	-9%
Fc1ccc(C[n+]2c(-c3ccccc3)cc(-c3ccccc3)cc2-c2ccccc2)cc1	-25%	-2%	-14%	7%	-5%	7%	-5%	9%	7%
CCCCn1c(O)c(C(C)=NCCN2CCCCC2)c(=O)[nH]c1=O	-20%	-2%	u	16%	u	-3%	-27%	19%	13%

Single records, from the list above. Order of values: JMJD2A Tudor	ERG-DNA inh	rTrxR1 inhibitor	HP1b binding inh	Pin1 inhibitor	PGK inhibitor	ALOX12 inh	GLS inhibitor	RGS4 inh
Profile of Cc1ccc(C2=NCC(=O)Nc3ccc(Br)cc32)cc1 → u	-9%	-1%[57.1 µM]	20%	-6%	-2%	-7%	-18%	-9%
Profile of COc1ccc(CC(C)NC2CCCCCC2)cc1 (stereo not given) → -8%	9%	23%	23%	-5%	i	u	-6%	21%
Profile of Cc1noc(C)c1C(=O)N1CCC2(CC1)Oc1ccc(F)cc1C(=O)C21CC(c2ccc(Cl)cc2)=NO1 (stereo not given) → -21%	-17%	u	49%	4%	i	0%	-3%	-5%
Profile of Fc1ccc(C[n+]2c(-c3ccccc3)cc(-c3ccccc3)cc2-c2ccccc2)cc1 → -25%	-2%	-14%	7%	-5%	7%	-5%	9%	7%
Profile of O=C(CCN1CC1)OCCOC(=O)CCN1CC1 → -14%	-10%	-14%[57.1 µM]	25%	-2%	2%	12%	5%	8%

Quoted at random: 2 records from the list
SMILES	JMJD2A Tudor	ERG-DNA inh	rTrxR1 inhibitor	HP1b binding inh	Pin1 inhibitor	PGK inhibitor	ALOX12 inh	GLS inhibitor	RGS4 inh
Cc1cc(N(CCCl)CCCl)ccc1/C=N/N=C(\N)c1cnccn1	14µM*	-2%	10%	u	6%	-3%	u	0%	-12%
CCOC(=O)N1C(C)CN(/[N+]([O-])=N/Oc2ccc([N+](=O)[O-])cc2[N+](=O)[O-])CC1C (stereo not given)	-15%	x	25µM*	34%	-2%	x	x	x	-14%

Assay outcomes: PubChem, National Center for Advancing Translational Sciences (NCATS)
